Source: PubChem (National Center for Advancing Translational Sciences (NCATS))
FBPA Giardia inh – qHTS Assay for Inhibitors of Fructose-1,6-bisphosphate Aldolase from Giardia Lamblia | A8B2U2 | purified Giardia FBPA | Potency, µM (highest dose often 59.6 µM), inactives show at the highest dose activity, negative = inhibition, most hits filed as inhibitors | hit rate 0.71% among 290,000; note: potency is the fitted concentration of half-maximal effect; nearly all actives have a fitted effect of over 55% in size
Target sequence (A8B2U2 whole entry, looked up): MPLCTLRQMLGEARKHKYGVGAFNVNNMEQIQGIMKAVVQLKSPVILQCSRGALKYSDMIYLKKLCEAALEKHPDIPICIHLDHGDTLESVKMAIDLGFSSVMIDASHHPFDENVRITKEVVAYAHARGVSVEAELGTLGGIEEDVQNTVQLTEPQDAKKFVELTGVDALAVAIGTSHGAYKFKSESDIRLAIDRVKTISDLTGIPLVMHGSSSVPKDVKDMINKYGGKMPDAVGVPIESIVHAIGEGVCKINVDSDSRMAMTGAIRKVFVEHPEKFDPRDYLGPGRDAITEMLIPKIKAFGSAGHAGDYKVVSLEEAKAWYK
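Giardia FBPA (40 nM reagent) was preincubated 10 min at RT with compound (up to 57.5 uM final), then substrate plus GAPDH/TPI/NAD/arsenate coupling system with diaphorase/resazurin was added; resorufin fluorescence (525/598 nm) was read after 20 min.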
AmpC no deterg – qHTS Inhibitors of AmpC Beta-Lactamase (assay without detergent) | P00811 | AmpC nitrocefin hydrolysis, absorbance 480 nm, 0.0001% Triton | Potency, µM (titrated, usually from 57.1 µM), without a hit: at the highest dose activity change, negative = inhibition, actives largely listed as inhibitors | hit rate 0.52% among 330,000;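 note: potency is the fitted concentration of half-maximal effect; plate controls were no compound for no effect and no enzyme for full effect; nearly all actives have a fitted effect of over 20% in size; some results filed as inactive show a strong effect at the top dose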
Target sequence (P00811 whole entry, looked up): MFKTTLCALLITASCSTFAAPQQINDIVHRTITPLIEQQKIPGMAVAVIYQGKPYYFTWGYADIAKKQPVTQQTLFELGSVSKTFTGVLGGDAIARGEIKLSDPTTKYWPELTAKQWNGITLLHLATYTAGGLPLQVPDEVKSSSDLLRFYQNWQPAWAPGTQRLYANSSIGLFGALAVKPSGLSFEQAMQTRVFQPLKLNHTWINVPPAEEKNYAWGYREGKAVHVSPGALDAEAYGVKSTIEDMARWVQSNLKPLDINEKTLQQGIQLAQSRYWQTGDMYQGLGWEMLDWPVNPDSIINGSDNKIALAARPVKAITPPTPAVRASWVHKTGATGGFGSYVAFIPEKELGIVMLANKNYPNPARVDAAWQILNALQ
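20 mM phosphate pH 7.0 + 0.01% (detergent screen) or 0.0001% Triton X-100; 5.3 nM AmpC reagent; cpd preinc 15 min RT; nitrocefin (800 uM stock) to start; A480 q20 s × 4 min; Activity was normalised to no-enzyme and no-compound control wells.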
Sm TGR inh – qHTS Assay for the Inhibitors of Schistosoma Mansoni Peroxiredoxins. Schistosoma mansoni thioredoxin glutathione reductase (TGR), Q962Y6. purified TGR, DTNB reduction, TNB absorbance 405 nm. Potency, µM (series often up to 114 µM), inactives show at the highest dose activity change, negative = inhibition, usual class: inhibitors. hit rate 3% among 360,000; note: potency is the fitted concentration of half-maximal effect; nearly all actives have a fitted effect of over 60% in size
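TGR 20 nM + NADPH 100 uM (dispensed conc.), cpd preinc 15 min RT; start with NADPH (500 uM addition) then DTNB (15 mM addition). Kinetic TNB absorbance, 405 nm filter. Four-parameter Hill fit across titration.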
HCMV antiviral – qHTS Assay for inhibitors of the human cytomegalovirus (HCMV); hit rate 4.5% among 410,000; HFF cells, HCMV-luciferase reporter, 72 h; active compounds read low; activity change, negative = inhibition, % at 57.5 µM; AID 1259415, 2018; in the data active = activity change below about -60%; inconclusive = no clear call, values can overlap the other calls; inactive = above about -39%
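Two compound doses tested in HFFs infected with HCMV-luciferase, MOI 1 PFU/cell, 72 h at 37C. Lysate luminescence read with OneGlo; data normalized against buffer-only and 10uM Salinomycin inhibitor controls.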
HCV inhibitor – qHTS Assay for Inhibitors of Hepatitis C Virus (HCV). hit rate 3.4% among 340,000. Potency, µM (doses to about 41.8 µM), for the others: at the top dose activity change, negative = inhibition, usual class: inhibitors. Huh7.5.1 HCVcc-Cre infection, luciferase reporter, 44 h. AID 651820, 2012; note: potency is the fitted concentration of half-maximal effect
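Cells seeded at 1,000/well and cultured 4 h, then compounds added followed by HCVcc-Cre virus (~0.5 moi). After 44 h further culture, luciferase substrate was added, plates held 15 min at room temperature, and luminescence read for 15 sec.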
AmpC detergent – qHTS Inhibitors of AmpC Beta-Lactamase (assay with detergent). P00811. AmpC hydrolysis of nitrocefin, absorbance 480 nm, 0.01% Triton. Potency, µM (titrated, usually from 114 µM), inactives show top-dose activity change, negative = inhibition, most hits filed as inhibitors. hit rate 0.041% among 370,000. AID 485294, 2010;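 note: potency is the fitted concentration of half-maximal effect; 0% = no-compound wells and -100% = no-enzyme wells; nearly all actives have a fitted effect of over 25% in size; some results filed as inactive show a strong effect at the top dose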
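20 mM phosphate pH 7.0 + 0.01% (detergent screen) or 0.0001% Triton X-100; 5.3 nM AmpC reagent; cpd preinc 15 min RT; nitrocefin (800 uM stock) to start; A480 q20 s × 4 min; Activity was normalised to no-enzyme and no-compound control wells.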
The depositor's hits bear a star; ? = inconclusive; · = not tested or not shown; [ ] = dose if it differs, or a comment. Unless noted, calls come from the whole dose curve; as a rule, active = well fitted curve in the direction sought with a large enough effect; inconclusive = small, poorly fitted or top-dose-only effect, or another doubt; inactive = no such curve, though single readings can be large; an effect the other way counts as inactive or inconclusive. Unless noted, % is set by controls: 0 for no effect and ±100 for the full control effect.

SMILES	FBPA Giardia inh	AmpC no deterg	Sm TGR inh	HCMV antiviral	HCV inhibitor	AmpC detergent
CN1CCN(c2nc3c(c(=O)[nH]c(=O)n3C)n2Cc2cccc(Br)c2)CC1	-1%	0%	-13%	-19	6%	-5%
O=C(O)CCn1cc(/C=C2/NC(=S)N(c3ccccc3)C2=O)c(-c2ccccc2)n1	7%	-25%	-17%	15	7%	?
COc1ccc(C(=O)Nn2cnc3ccccc3c2=O)c(OC)c1	-1%	-22%	-20%	115	16%	-9%
Cc1cc(S(=O)(=O)N2CCOCC2)ccc1OCC(=O)Nc1ccc(F)cc1	1%	-6%	5%	6	-17%	?
O=C(NCC1CCCCC1)c1cc(Br)ccc1Cl	-3%	-19%	1%	12	7%	-5%
CC(NC(=O)c1ccc(NC(=O)CC2SC(N3CCCC3)=NC2=O)cc1)c1ccc(F)cc1 (stereo unspecified)	·	48%	-6%	75	-3%	-5%
COc1cc(C2Sc3ccccc3NC3=C2C(=O)OC3)cc(OC)c1OC (stereo unspecified)	2%	-11%	-3%	124	-16%	-1%
CCc1ccc(CNC(=O)c2ccc3c(c2)nc2n3CCOC2)cc1	·	·	3%	-3	·	-3%
CCOc1ccc(-c2c(C)nn3c(C)c(C(=O)NCCc4ccc(Cl)cc4)cnc23)cc1OCC	·	·	-3%	-12	·	-2%
COc1cc(C2N(C)CCC3(OCCO3)C2(C)C)cc(OC)c1OC (stereo unspecified)	9%	-9%	4%	-25	27%	-1%
COc1ccccc1C(C)NC(=O)c1ccc(C)o1 (stereo unspecified)	0%	-6%	-26%	101	?	-10%
CN(C)c1ccc(C(=O)Nc2cccc(-c3nc4cccnc4s3)c2)cc1	·	·	0%	69	·	24%
Cc1ccc(C)c(OCCn2cc(/C=C(\C#N)C(=O)NCC3CCCO3)c3ccccc32)c1 (stereo unspecified)	0%	32%	-9%	6	?	-11%
Cn1c(SCc2ccc(F)cc2)nnc1-c1cccs1	10%	-18%	-7%	61	-3%	-12%
CC(C)=C(NC(=O)c1ccccc1)C(=O)Nc1ccc(C(=O)O)cc1	-1%	-5%	8%	-38	13%	1%
Cn1c(=O)oc2cc(S(=O)(=O)N3CCC(N4CCCCC4)CC3)ccc21	3%	-3%	0%	·	9%	-3%
O=C(Cn1ccc2ccccc2c1=O)NCCC(=O)Nc1cccnc1	12%[12.9 µM]	-6%	7%	-5	12%	-15%
O=C(CSC1=NCCS1)Nc1ccc(S(=O)(=O)N2CCCCCC2)cc1	0%	-14%	0%	88	-27%	-14%
COc1cc(Br)c(C(C)NC(=O)c2cccc(Br)c2)cc1OC (stereo unspecified)	1%	-13%	-32%	?	?	3%
COc1ccc(C(=O)COC(=O)CCCN=C2NS(=O)(=O)c3ccccc32)c(OC)c1	·	-9%	-6%	-15	13%	?
Cc1ccc(SCC(=O)NNC(=O)CNC(=O)c2ccccc2F)cc1	·	-14%	·	18	-7%	·
CCc1nnc(NC(=O)c2ccc(NS(=O)(=O)c3ccccc3)cc2)s1	0%	-13%	-3%	73	-4%	0%
Cc1ccn2c(CNCCn3cccn3)c(C(=O)N3CCCCCC3)nc2c1	-5%	-2%	?	-24	3%	3%
O=C(NCC(=O)N(c1ccc(F)cc1)C(C(=O)NCC1CCCO1)c1ccccc1)c1ccco1 (stereo unspecified)	1%	58%	?	37	-3%	-15%
CN1CCN(C(=O)c2ccc(N(C)S(=O)(=O)c3cccs3)cc2)CC1	1%	-9%	3%	-28	7%	1%
CS(=O)(=O)n1nc(NCc2cccs2)nc1NCc1cccs1	1%	1%[2.29 µM]	5%	-18	8%	-3%
Cc1nc(-c2ccccc2)cn2c1nc1ccccc12	-27%	1%	-5%	-9	?	-10%
CCC(C)(C)NC(=O)C(c1cccc(OC)c1OC)N(Cc1ccc(OC)cc1)C(=O)CCC(=O)Nc1cc(C)on1 (stereo unspecified)	·	130%[activator]	22%	-2	-10%	0%
COc1cc(/C=c2\s/c(=C\C(=O)C(C)(C)C)[nH]c2=O)cc(OC)c1OC	-2%	130%[activator]	4%	-30	?	2%
CCc1n[nH]c(=S)n1/N=C/c1ccc2c(c1)OCO2	-13%	-18%	12%	13	0%	-7%
CCOc1ccccc1N(CC(=O)N(C)Cc1ccccc1)S(=O)(=O)c1ccccc1	·	15%	-17%	?	-15%	1%
Cc1nc(Nc2ccc(O)cc2)c2c3c(sc2n1)CCCC3	-26%	-2%	-23%	-76*	?	-14%
CCC(C)c1ccc(NC(=O)COC(=O)CCNS(=O)(=O)c2cccs2)cc1 (stereo unspecified)	·	-19%	·	6	13%	·
COc1ccc(/C=N/NC(=O)c2cccc(OC(F)(F)C(F)F)c2)c(OC)c1OC	6%	-13%	5%	23	?	-8%
O=c1[nH]c(C2CCN(S(=O)(=O)c3cccc(Cl)c3)CC2)nc2c1nnn2Cc1ccccc1	-12%	-13%	2%	7	14%	?
O=C1c2ccc([N+](=O)[O-])cc2C(=O)N1c1ccc(Cl)cn1	-19%	-3%	-7%	-10	12%	-2%
COc1ccccc1N1CCN(S(=O)(=O)c2ccc(-n3cnnn3)c(C)c2)CC1	2%	32%	5%	-12	1%	-2%
CCN(Cc1nc2ccccc2c(=O)[nH]1)C(=O)CN1C(=O)NC2(CCCCC2C)C1=O (stereo unspecified)	·	-12%	-4%	24	12%	-12%
COc1ccc(NC(=O)C2CCCN(C(=O)c3cnn(-c4ccccc4)c3-n3cccc3)C2)cc1 (stereo unspecified)	·	·	9%	?	·	-5%
Cc1c(NC(=O)CN(c2ccc(F)cc2)S(=O)(=O)c2ccccc2)c(=O)n(-c2ccccc2)n1C	·	-22%	10µM*	36	10%	1%

Given in CSV form: 3 of the compounds above
SMILES,FBPA Giardia inh,AmpC no deterg,Sm TGR inh,HCMV antiviral,HCV inhibitor,AmpC detergent
COc1ccc(C(=O)COC(=O)CCCN=C2NS(=O)(=O)c3ccccc32)c(OC)c1,·,-9%,-6%,-15,13%,?
Cc1ccc(SCC(=O)NNC(=O)CNC(=O)c2ccccc2F)cc1,·,-14%,·,18,-7%,·
CCc1nnc(NC(=O)c2ccc(NS(=O)(=O)c3ccccc3)cc2)s1,0%,-13%,-3%,73,-4%,0%

(list continues)
SMILES	FBPA Giardia inh	AmpC no deterg	Sm TGR inh	HCMV antiviral	HCV inhibitor	AmpC detergent
CCOC(=O)c1cc(-c2ccc(C)cc2)n(CC(=O)Nc2ccc(OC)c(Cl)c2)c1C	·	·	1%	-91*	·	1%
CCOC(=O)C1=C(COC(=O)/C=C/c2cc(OC)c(OC)c(OC)c2)NC(=O)NC1C (stereo unspecified)	·	0%	-1%	70	·	-2%
Cc1ccc(S(N)(=O)=O)cc1	·	-1%	-25%	18	11%	4%
CC1(C)OC(=O)C(=CNc2cccc(O)c2)C(=O)O1	-2%	-14%	?	4	11%	3%
Cc1ccc(NC(=O)c2nc[nH]c2C(=O)N2CCN(c3ccccc3)CC2)cc1	2%	20%	7%	-40	19%	-7%
COc1ccc(S(=O)(=O)Nc2nncs2)cc1	12%	-15%	-4%	10	6%	-11%
CO[C@H]1O[C@H](C)[C@@H](O)C[C@H]1NC(=O)OCc1ccccc1	?	2%	1%	-6	-9%	0%
CCc1ccc(-n2c(=O)c3ccc(C(=O)NCCc4ccccc4)cc3n(Cc3ccccc3C#N)c2=O)cc1	·	·	16%	26	·	-2%
Cc1ccc(N(C(=O)c2csnn2)C(C(=O)NC2CCCC2)c2cccnc2)cc1 (stereo unspecified)	-6%	-24%	2%	-10	-3%	-7%
CC1Cc2ccccc2N1C(=O)CN(C)CC(=O)Nc1cccc(F)c1 (stereo unspecified)	·	14%	-25%	0	?	-2%
CC1Cc2ccccc2N1C(=O)CSc1nc2ccccc2s1 (stereo unspecified)	2%	-1%	4%	-26	-9%	1%
CCCC(=O)OC1=C(C(C)=O)N(Cc2ccccc2)S(=O)(=O)c2ccccc21	·	·	-29%	0	·	-1%
Cc1ccc2c(=O)cc(C(=O)Nc3ccc(S(=O)(=O)Nc4nc(C)cc(C)n4)cc3)oc2c1	·	·	3%	11	·	12%
CC(=O)N(\C=C/C=C/C=C1\Sc2ccccc2C1=O)c1ccccc1	-26%	?	16µM*	4	?	-8%
Cc1ccc2nc(-c3ccc(NC(=O)Cc4ccccc4)cc3)sc2c1	·	·	6%	71	·	12%
Cc1cccc(OCCCC(=O)Nc2sc3c(c2C(N)=O)CCC(C)C3)c1 (stereo unspecified)	·	·	0%	-6	·	-1%
Cc1cccc(CCNC(=O)c2ccc3c(c2)nc2n3CCCCC2)c1	·	·	-5%	14	·	6%
COC(=O)c1ccc(Cn2nc(-c3ccccc3)ccc2=O)cc1	-5%	71%[activator]	0%	-28	-2%	-3%
CCCCN(CCCC)S(=O)(=O)c1ccc2oc(C(=O)NCc3ccc(C)cc3)c(C)c2c1	·	·	11%	16	·	9%
COc1ccc(Cl)cc1NC(=O)CSc1nc2c(oc3ccccc32)c(=O)n1Cc1ccco1	·	·	7%	15	·	6%
c1csc(CNCCCN2CCOCC2)c1	-13%	-14%	6%	-8	-12%	0%
Oc1cccc(/C=N/Nc2cc(N3CCOCC3)nc(N3CCOCC3)n2)c1	-19%	-20%	0%	19	?	-1%
COC(=O)CSc1nnc(-c2ccncc2)n1N	-1%	-12%	4%	-17	9%	-18%
CC(=O)C1C(=O)c2c(cccc2[N+](=O)[O-])C1=Nc1cccc(Cl)c1 (stereo unspecified)	-13%	-57%	?	77	?	2%
COC(=O)c1ccc(COC(=O)C(CCSC)NC(=O)COc2ccccc2)cc1 (stereo unspecified)	·	293%[activator]	1%	-13	-4%	-2%
Cc1ccc2nc(/C(C#N)=C\c3ccc([N+](=O)[O-])o3)[nH]c2c1	·	-32%	-34%	-103*	?	-13%
CC(=O)c1ccc(NC(=O)CSc2nc(=O)n(Cc3ccncc3)c3c2CCC3)cc1	·	·	5%	23	·	2%
Cc1ccc([N+](=O)[O-])cc1NC(=O)c1cccs1	1%	-32%	-3%	?	0%	-4%
Cc1cccc(NC(=O)CSc2nc(N)c(NC(=O)c3cccs3)c(=O)[nH]2)c1	4%	-38%	-6%	-1	-7%[8.37 µM]	-9%

Entries shown so far containing a cyano group:
SMILES	FBPA Giardia inh	AmpC no deterg	Sm TGR inh	HCMV antiviral	HCV inhibitor	AmpC detergent
Cc1ccc(C)c(OCCn2cc(/C=C(\C#N)C(=O)NCC3CCCO3)c3ccccc32)c1 (stereo unspecified)	0%	32%	-9%	6	?	-11%
CCc1ccc(-n2c(=O)c3ccc(C(=O)NCCc4ccccc4)cc3n(Cc3ccccc3C#N)c2=O)cc1	·	·	16%	26	·	-2%
Cc1ccc2nc(/C(C#N)=C\c3ccc([N+](=O)[O-])o3)[nH]c2c1	·	-32%	-34%	-103*	?	-13%
